Assay outcomes deposited in PubChem by Broad Institute.
INS-1E ATP HTS – preserves ATP levels in cytokine-treated INS-1E cells | INS-1E cytokine-induced death, ATP luminescence, 48 h; normalised: neutral wells 0, positive control 100 | protection from cytokine-induced ATP loss, % at 10 µM | 0.1% of 20,000 active;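 active means mean replicate protection from cytokine-induced ATP loss at least 50% and at least 75% of replicates each reaching 50%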
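Test system: INS-1E rat cells | Quantity: 8000 cells per well | Medium: Phenol-red-free RPMI with 5% fetal bovine serum | Reagent: Cytokine cocktail of IFN-γ, TNF-α and IL-1β | Doses: One compound concentration, pin transfer | Timing: 48 h co-treatment, 10 min post-lysis read | Technique: Luminescent ATP assay (CellTiter-Glo)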
T cruzi intra – blocks T. cruzi growth inside host cells; intracellular Trypanosoma cruzi in host cells, plate reader; activity score (inhibition), % at 5.01 µM; 4.9% of 22,000 active; in the data active means activity score above about 55%;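 further: parasites and compound incubated about four days before reading; 0% = median of neutral control wells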
Numbers without * were called inactive.

COc1ccc(S(=O)(=O)Nc2cccc3c2O[C@H](CN(C)S(=O)(=O)c2ccccc2)[C@H](C)CN([C@@H](C)CO)C3=O)cc1 was read as INS-1E ATP HTS 14 and T cruzi intra 3.
CC(C)NC(=O)Nc1ccc2c(c1)C(=O)N([C@H](C)CO)C[C@H](C)[C@@H](CN(C)C(=O)Nc1ccc(C(F)(F)F)cc1)OCCCC[C@@H](C)O2 was read as INS-1E ATP HTS 6 and T cruzi intra 28.
For C[C@@H]1CN([C@@H](C)CO)C(=O)c2cc(NC(=O)c3ccncc3)ccc2O[C@H]1CN(C)Cc1ccc(-c2ccccc2)cc1 the results were INS-1E ATP HTS -1 and T cruzi intra -4.
`COc1ccc(NC(=O)N(C)C[C@@H]2Oc3ccc(NC(=O)Nc4ccc(F)cc4)cc3C(=O)N([C@@H](C)CO)C[C@H]2C)cc1` gave INS-1E ATP HTS 1 and T cruzi intra -4.
`COc1ccc(S(=O)(=O)N(C)C[C@H]2Oc3ccc(NC(=O)Nc4cccc5ccccc45)cc3C(=O)N([C@@H](C)CO)C[C@@H]2C)cc1` gave INS-1E ATP HTS 1 and T cruzi intra 3.
C[C@@H]1CN([C@@H](C)CO)C(=O)c2cccc(NS(=O)(=O)c3ccc(F)cc3)c2O[C@@H]1CN(C)C(=O)Nc1ccc2c(c1)OCO2 was read as INS-1E ATP HTS 2 and T cruzi intra 15.
C[C@@H]1CN([C@H](C)CO)C(=O)Cc2cc(NC(=O)c3ccncc3)ccc2O[C@H]1CN(C)C(=O)Nc1ccc(F)cc1 was read as INS-1E ATP HTS 12 and T cruzi intra -24.
C[C@@H]1CN([C@H](C)CO)C(=O)Cc2cc(NC(=O)C3CCCCC3)ccc2O[C@@H]1CN(C)C(=O)Nc1cccc2ccccc12 was read as INS-1E ATP HTS -4 and T cruzi intra -10.
`C[C@@H]1CN([C@H](C)CO)C(=O)Cc2cc(NS(=O)(=O)c3ccc(Cl)cc3)ccc2O[C@@H]1CN(C)S(=O)(=O)c1ccc(Cl)cc1` gave INS-1E ATP HTS -15 and T cruzi intra 67*.
For C[C@H](CO)N1C[C@H](C)[C@H](CN(C)C(=O)Nc2ccc(F)cc2)Oc2ccc(NC(=O)Nc3ccccc3)cc2CC1=O the results were INS-1E ATP HTS -1 and T cruzi intra 1.
Screening O=C(NO)c1cccc(C(=O)N/N=C/c2cc3c(cc2Br)OCO3)c1 returned INS-1E ATP HTS 0 and T cruzi intra 1.
`C[C@@H]1CN([C@@H](C)CO)C(=O)c2cc(NC(=O)Nc3ccc(F)cc3)ccc2O[C@H]1CN(C)Cc1ccccc1` gave INS-1E ATP HTS -1 and T cruzi intra 6.
C[C@H](CO)N1C[C@H](C)[C@@H](CN(C)C(=O)Nc2ccc3c(c2)OCO3)Oc2ccc(NS(C)(=O)=O)cc2C1=O was read as INS-1E ATP HTS 3 and T cruzi intra -25.
C[C@@H]1CN([C@H](C)CO)C(=O)c2cc(NS(C)(=O)=O)ccc2O[C@H]1CN(C)S(=O)(=O)c1ccccc1 was read as INS-1E ATP HTS 4 and T cruzi intra -10.
Screening COc1ccc(CN(C)C[C@@H]2Oc3c(NS(=O)(=O)c4ccc(C)cc4)cccc3C(=O)N([C@@H](C)CO)C[C@H]2C)cc1 returned INS-1E ATP HTS 11 and T cruzi intra 24.
`Cc1ccc(S(=O)(=O)Nc2cccc3c2O[C@H](CN(C)Cc2ccc(C(F)(F)F)cc2)[C@@H](C)CN([C@H](C)CO)C3=O)cc1` gave INS-1E ATP HTS -5 and T cruzi intra 26.
Screening C[C@H]1CN([C@@H](C)CO)C(=O)c2cc(NS(=O)(=O)c3ccc(Cl)cc3)ccc2O[C@H]1CN(C)S(=O)(=O)c1cccs1 returned INS-1E ATP HTS -8 and T cruzi intra 2.
`C[C@@H]1CN([C@@H](C)CO)C(=O)c2cc(NC(=O)Cn3cnnn3)ccc2O[C@H]1CN(C)Cc1ccccc1` gave T cruzi intra -1.
For C[C@@H]1CN([C@H](C)CO)C(=O)Cc2cc(N(C)C)ccc2O[C@H]1CN(C)Cc1ccccc1 the results were INS-1E ATP HTS 0 and T cruzi intra -7.
COc1ccccc1S(=O)(=O)N(C)C[C@@H]1OCc2cn(nn2)CCCC(=O)N([C@H](C)CO)C[C@@H]1C was read as T cruzi intra -24.
Screening Cc1noc(C)c1NC(=O)Nc1ccc2c(c1)CC(=O)N([C@@H](C)CO)C[C@@H](C)[C@@H](CN(C)CC1CCCCC1)O2 returned INS-1E ATP HTS 1 and T cruzi intra -25.
For C[C@H]1CN([C@@H](C)CO)C(=O)c2cc(NC(=O)Cc3ccccc3)ccc2O[C@@H]1CN(C)C(=O)Nc1cccc2ccccc12 the results were INS-1E ATP HTS -4 and T cruzi intra -2.
Cc1ccc(S(=O)(=O)Nc2ccc3c(c2)C(=O)N([C@H](C)CO)C[C@H](C)[C@H](CN(C)C(=O)NC2CCCCC2)O3)cc1 was read as INS-1E ATP HTS -6 and T cruzi intra -1.
Screening C[C@@H]1CN([C@H](C)CO)C(=O)c2cc(NC(=O)CCCN(C)C)ccc2O[C@H]1CN(C)Cc1ccc(Oc2ccccc2)cc1 returned T cruzi intra -24.
`CC(C)NC(=O)Nc1ccc2c(c1)C(=O)N([C@H](C)CO)C[C@@H](C)[C@@H](CN(C)Cc1ccc(C(=O)Nc3ccccc3N)cc1)O2` gave INS-1E ATP HTS 11 and T cruzi intra 12.
`C[C@H]1CN([C@@H](C)CO)C(=O)c2cc(NS(=O)(=O)c3cn(C)cn3)ccc2O[C@H]1CN(C)Cc1ccc(C(=O)O)cc1` gave INS-1E ATP HTS 1 and T cruzi intra -3.
C[C@@H]1CN([C@@H](C)CO)C(=O)Cc2cc(NC(=O)CCCCCC(=O)Nc3ccccc3N)ccc2O[C@@H]1CN(C)CC1CCCCC1 was read as INS-1E ATP HTS 2 and T cruzi intra 14.
C[C@H]1CN([C@@H](C)CO)C(=O)c2cc(NC(=O)C3CC3)ccc2O[C@@H]1CN(C)C(=O)Nc1ccc(F)cc1 was read as INS-1E ATP HTS 5 and T cruzi intra -29.
Screening C[C@H]1CN([C@@H](C)CO)C(=O)Cc2cc(NS(C)(=O)=O)ccc2O[C@@H]1CN(C)Cc1ccc(C(F)(F)F)cc1 returned INS-1E ATP HTS 16 and T cruzi intra 46.
For C[C@H](CO)N1C[C@H](C)[C@@H](CN(C)S(=O)(=O)c2ccc(F)cc2)Oc2c(NC(=O)C3CCCCC3)cccc2C1=O the results were INS-1E ATP HTS 5 and T cruzi intra 5.

As a short view, some entries already given.
`Cc1ccc(S(=O)(=O)Nc2cccc3c2O[C@H](CN(C)Cc2ccc(C(F)(F)F)cc2)[C@@H](C)CN([C@H](C)CO)C3=O)cc1` gave INS-1E ATP HTS -5 and T cruzi intra 26.
Screening C[C@H]1CN([C@@H](C)CO)C(=O)c2cc(NS(=O)(=O)c3ccc(Cl)cc3)ccc2O[C@H]1CN(C)S(=O)(=O)c1cccs1 returned INS-1E ATP HTS -8 and T cruzi intra 2.
`C[C@@H]1CN([C@@H](C)CO)C(=O)c2cc(NC(=O)Cn3cnnn3)ccc2O[C@H]1CN(C)Cc1ccccc1` gave T cruzi intra -1.
For C[C@@H]1CN([C@H](C)CO)C(=O)Cc2cc(N(C)C)ccc2O[C@H]1CN(C)Cc1ccccc1 the results were INS-1E ATP HTS 0 and T cruzi intra -7.
COc1ccccc1S(=O)(=O)N(C)C[C@@H]1OCc2cn(nn2)CCCC(=O)N([C@H](C)CO)C[C@@H]1C was read as T cruzi intra -24.
Screening Cc1noc(C)c1NC(=O)Nc1ccc2c(c1)CC(=O)N([C@@H](C)CO)C[C@@H](C)[C@@H](CN(C)CC1CCCCC1)O2 returned INS-1E ATP HTS 1 and T cruzi intra -25.
For C[C@H]1CN([C@@H](C)CO)C(=O)c2cc(NC(=O)Cc3ccccc3)ccc2O[C@@H]1CN(C)C(=O)Nc1cccc2ccccc12 the results were INS-1E ATP HTS -4 and T cruzi intra -2.
Cc1ccc(S(=O)(=O)Nc2ccc3c(c2)C(=O)N([C@H](C)CO)C[C@H](C)[C@H](CN(C)C(=O)NC2CCCCC2)O3)cc1 was read as INS-1E ATP HTS -6 and T cruzi intra -1.

Further records.
C[C@@H]1CN([C@H](C)CO)C(=O)c2cc(NC(=O)Cc3ccccc3)ccc2O[C@@H]1CN(C)Cc1ccc(-c2ccccc2)cc1 was read as INS-1E ATP HTS -16 and T cruzi intra -7.
CC(C)NC(=O)Nc1ccc2c(c1)CC(=O)N([C@@H](C)CO)C[C@H](C)[C@H](CN(C)CC1CCCCC1)O2 was read as INS-1E ATP HTS 0 and T cruzi intra -9.
For C[C@@H]1CN([C@H](C)CO)C(=O)c2cc(NC(=O)Cc3cn(C)c4ccccc34)ccc2O[C@@H]1CN(C)Cc1ccc(Oc2ccccc2)cc1 the results were INS-1E ATP HTS -24 and T cruzi intra 43.
Screening C[C@@H]1CN([C@H](C)CO)C(=O)CCCn2nncc2CO[C@@H]1CN(C)C(=O)c1ccncc1 returned T cruzi intra 0.
Screening C[C@@H]1CN([C@@H](C)CO)C(=O)c2cccc(NC(=O)C3CC3)c2O[C@@H]1CN(C)Cc1ccc(C(F)(F)F)cc1 returned INS-1E ATP HTS 6 and T cruzi intra -10.
C[C@H](CO)N1C[C@H](C)[C@@H](CN(C)S(=O)(=O)c2cccs2)Oc2c(NC(=O)Nc3ccc(C(F)(F)F)cc3)cccc2C1=O was read as INS-1E ATP HTS -4 and T cruzi intra -10.
`CCCCN(CCCC)c1ccc(/C=N/NC(=O)c2ccccn2)cc1` gave INS-1E ATP HTS -1 and T cruzi intra 52.
`COc1ccc(NC(=O)Nc2cccc3c2O[C@H](CN(C)Cc2ccc(C(=O)Nc4ccccc4N)cc2)[C@@H](C)CN([C@@H](C)CO)C3=O)cc1` gave INS-1E ATP HTS 24 and T cruzi intra 56*.
C[C@@H]1CN([C@H](C)CO)C(=O)Cc2cc(NC(=O)Nc3ccc(F)cc3)ccc2O[C@@H]1CN(C)C(=O)Nc1cccc2ccccc12 was read as INS-1E ATP HTS 8 and T cruzi intra -9.
Screening C[C@H](CO)N1C[C@H](C)[C@H](CN(C)CC2CCCCC2)Oc2c(NC(=O)Nc3ccc(F)cc3)cccc2C1=O returned INS-1E ATP HTS -47 and T cruzi intra 6.
`C[C@H]1CN([C@@H](C)CO)C(=O)Cc2cc(NC(=O)Nc3ccc(C(F)(F)F)cc3)ccc2O[C@H]1CN(C)Cc1ccccc1` gave INS-1E ATP HTS -89 and T cruzi intra 70*.
Cc1ccc(S(=O)(=O)N(C)C[C@@H]2Oc3ccc(NC(=O)Cc4cn(C)c5ccccc45)cc3C(=O)N([C@H](C)CO)C[C@H]2C)cc1 was read as INS-1E ATP HTS -7 and T cruzi intra 5.
Screening COc1ccc(S(=O)(=O)N(C)C[C@H]2Oc3c(NS(C)(=O)=O)cccc3C(=O)N([C@H](C)CO)C[C@@H]2C)cc1 returned INS-1E ATP HTS 5 and T cruzi intra -1.
C[C@@H]1CN([C@@H](C)CO)C(=O)Cc2cc(NS(=O)(=O)c3ccccc3)ccc2O[C@@H]1CN(C)C(=O)Nc1cccc2ccccc12 was read as INS-1E ATP HTS 5 and T cruzi intra -13.
`C[C@H](CO)N1C[C@H](C)[C@H](CN(C)C(=O)Nc2ccccc2)Oc2c(NS(=O)(=O)c3cn(C)cn3)cccc2C1=O` gave INS-1E ATP HTS 8 and T cruzi intra -20.
For CC(C)NC(=O)Nc1ccc2c(c1)C(=O)N([C@H](C)CO)C[C@@H](C)[C@H](CN(C)Cc1ccccc1)O2 the results were INS-1E ATP HTS -4 and T cruzi intra -5.
COc1ccc(S(=O)(=O)Nc2ccc3c(c2)C(=O)N([C@H](C)CO)C[C@@H](C)[C@@H](CN(C)CC2CC2)O3)cc1 was read as INS-1E ATP HTS -2 and T cruzi intra -13.
Screening Cc1cc(C(=O)Nc2cccc3c2O[C@H](CN(C)C(=O)Nc2ccc(F)cc2)[C@@H](C)CN([C@H](C)CO)C3=O)n(C)n1 returned INS-1E ATP HTS 10 and T cruzi intra -17.
Screening Cc1ccc(S(=O)(=O)N(C)C[C@@H]2Oc3ccc(NS(=O)(=O)c4cn(C)cn4)cc3CC(=O)N([C@H](C)CO)C[C@H]2C)cc1 returned INS-1E ATP HTS 8 and T cruzi intra -8.
`Cc1noc(C)c1S(=O)(=O)Nc1ccc2c(c1)C(=O)N([C@@H](C)CO)C[C@@H](C)[C@H](CN(C)Cc1ccc(-c3ccccc3)cc1)O2` gave INS-1E ATP HTS -8 and T cruzi intra 6.
Cc1noc(C)c1NC(=O)Nc1cccc2c1O[C@@H](CN(C)Cc1ccc3c(c1)OCO3)[C@H](C)CN([C@H](C)CO)C2=O was read as INS-1E ATP HTS 3 and T cruzi intra 16.
Cc1noc(C)c1NC(=O)Nc1ccc2c(c1)CC(=O)N([C@H](C)CO)C[C@H](C)[C@H](CN(C)C(=O)Nc1ccccc1)O2 was read as INS-1E ATP HTS 11 and T cruzi intra -35.
`C[C@@H]1CN([C@H](C)CO)C(=O)c2cc(NC(=O)Cc3cn(C)c4ccccc34)ccc2O[C@H]1CN(C)S(C)(=O)=O` gave INS-1E ATP HTS 4 and T cruzi intra -9.
For CC(C)NC(=O)N(C)C[C@H]1Oc2ccc(NC(=O)Nc3ccc(C(F)(F)F)cc3)cc2CC(=O)N([C@@H](C)CO)C[C@@H]1C the results were INS-1E ATP HTS -1 and T cruzi intra -4.
Screening Cc1cc(C(=O)Nc2cccc3c2O[C@H](CN(C)CC2CCCCC2)[C@H](C)CN([C@@H](C)CO)C3=O)n(C)n1 returned INS-1E ATP HTS -8 and T cruzi intra -36.
Screening CC(C)NC(=O)N(C)C[C@@H]1Oc2ccc(NS(=O)(=O)c3ccc(Cl)cc3)cc2C(=O)N([C@H](C)CO)C[C@H]1C returned INS-1E ATP HTS -11 and T cruzi intra -1.
